Bioassay records (PubChem)
Siah-1 displacement: blockers of Siah-1 interaction with plectin peptide – biochemical, fluorescence polarization, rhodamine-plectin, uHTS, primary screen (AID 1817) | displacement, % at 20 µM, or IC50 in µM where a hit was titrated | Siah-1 / rhodamine-plectin peptide fluorescence polarization; higher % means a stronger effect | 290,000 tested, 0.02% active;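 active = displacement of at least 50% at 20 µM, with a fluorescence ratio check between 0.3 and a set limit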;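 note: plate controls were Siah plus tracer with DMSO for no effect and tracer alone without Siah for full effect; strong numbers were not always called active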
UTI89 phage lysis: protection from phage-mediated lysis, alamar blue read-out – E. coli UTI89, K1F phage, bacterial capsule biogenesis inhibitors (AID 488966). 340,000 tested, 0.02% active. inhibition, % at 100 µM; hits with a dose series show IC50 in µM. E. coli UTI89 K1F phage lysis, alamar blue, 2 h; higher % means a stronger effect;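 active = phage lysis inhibition, versus mean bacterial control, above a set limit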;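 note: capsule biogenesis inhibitors block K1F phage lysis so surviving cells raise fluorescence; higher fluorescence means more inhibition of phage lysis; actives were called in the ten point dose series up to 300 µM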
Lipid droplet: hepatic lipid droplet formation modulation | AML12 mouse hepatocytes, oleate lipid droplets, BODIPY imaging | inhibition, % at 6.5 µM | 240,000 tested, 0.4% active;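 active = lipid droplet intensity inhibited by at least 50%, with more than 500 cells counted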
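Material – mouse AML12 hepatocyte cell line, fixed after treatment · Compound dosing – one dose, 6.5 µM compound · Times – compound with oleate, overnight · Measured by – Image-based BODIPY and DAPI two-channel analysis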
Lipid droplet cells 6.5 µM: recorded beside Lipid droplet, whose call it bears; cell count; measured here: cell count, cytotoxicity flag;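 cells counted across two imaged fields per well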
An asterisk follows results filed as active; [ ] = another dose, or the depositor's remark.

SMILES	Siah-1 displacement	UTI89 phage lysis	Lipid droplet	Lipid droplet cells 6.5 µM
CCCC(NC(=O)Cc1c(C)c2c(cc(C)c3c(C)coc32)oc1=O)C(=O)O (stereo not given)	1.6%	-1.5%[50 µM]	-3.2	785
COc1ccc(C2NC(=S)NC3=C2N2CCC3CC2)cc1 (stereo not given)	0.7%	-0.1%	-0.5	746
Cc1ccnc(NC(=O)C2CCN(S(=O)(=O)c3c(C)c(C)cc(C)c3C)CC2)c1	-3.7%	0.0%	1.2	691
Cc1[nH]c2ccccc2c1C(=O)C(=O)NC1CC1	-0.7%	0.1%	-2.3	665
C/C(CC(=O)Nc1cccc(C(F)(F)F)c1)=N\NC(=O)c1cnccn1	3.3%	0.1%	-1.4	818
O=C(CCl)c1cc2c3c(c1)CC(=O)N3CCC2	11.5%	0.2%	-17.4	755
c1ccc(-c2ccccc2OCCN2CCCC2)cc1	1.6%	0.2%	0.9	852
CC(=O)c1ccc(OCCOc2ccc([N+](=O)[O-])cc2)cc1	0.0%	0.7%	-0.8	793
Cc1ccccc1C(=O)NCCNC(=O)c1ccco1	1.1%	1.3%	-64.1	824
COc1cccc(C(=O)N2CCC(C(=O)N3CCN(C)CC3)CC2)c1	-5.2%	-1.5%	-16.9	736

Next section; it opens with the two that closed the last part.
SMILES	Siah-1 displacement	UTI89 phage lysis	Lipid droplet	Lipid droplet cells 6.5 µM
Cc1ccccc1C(=O)NCCNC(=O)c1ccco1	1.1%	1.3%	-64.1	824
COc1cccc(C(=O)N2CCC(C(=O)N3CCN(C)CC3)CC2)c1	-5.2%	-1.5%	-16.9	736
CCCOc1ccc(C(=O)Nc2ccc(NC(=O)c3cccs3)cc2)cc1	13.5%	0.5%	0.4	795
COc1ccc(C(=O)NCC(=O)N2CCC3(CC2)NCCc2[nH]cnc23)cc1	-5.0%	0.1%	5.2	766
COc1ccccc1N(CC(=O)NCCSCc1ccc(Cl)cc1)S(C)(=O)=O	-0.5%	-1.2%[50 µM]	-25.4	428
CC12CN(C(=O)c3cccc([N+](=O)[O-])c3)C3(C#N)CC1CCC23C (stereo not given)	-3.5%	0.1%	-9.8	795
O=C(Nc1ccc(N2CCN(C(=O)c3ccccc3)CC2)cc1)c1cccnc1	4.6%	-0.2%	-9.6	791
COc1ccc(C(=O)Nc2ccc(N3CCN(C(=O)c4cccs4)CC3)cc2)cc1Br	-3.4%	0.5%	16.6	707
O=c1ccc(-c2ccc(S(=O)(=O)NCC3CCN(Cc4cccc(F)c4)CC3)s2)n[nH]1	-5.0%	-0.2%	-4.0	737
O=C(Cc1cccs1)Nc1nc(-c2ccc(F)c(F)c2)cs1	6.6%	-0.2%	-4.5	718
CC(C)NC(=O)c1sc(=S)n2c1[nH]c(=O)c1ccc(C(=O)NCCc3ccc(Cl)cc3)cc12	12.6%	0.5%	-7.0	688
CC(C)(C)NC(=O)C(c1ccc(Cl)cc1)N(CCO)C(=O)c1snc(C(N)=O)c1N (stereo not given)	-2.6%	0.3%	-13.8	820
O=C(CCN1C(=O)[C@H]2CC=CC[C@H]2C1=O)NCc1nc(-c2ccccc2)no1	-1.9%	0.0%	-16.0	710
O=C(NC1CCN(C(=S)Nc2ccc(F)cc2)CC1)c1ccco1	0.5%	0.0%	1.5	735
Cc1nn(C)c(Cl)c1CN1CCCC(C(=O)Nc2cccc(-n3cccn3)c2)C1 (stereo not given)	-1.7%	0.5%[50 µM]	-12.1	889
COc1ccccc1NC(=O)CC1S/C(=N/N=C(\C)C2CCCCC2)NC1=O (stereo not given)	-1.5%	-0.1%[50 µM]	-18.4	649
COc1ccc(NC(=O)CSc2ncnc3sc(C)cc23)cc1	-3.8%	-0.1%	41.2	747
CC(C)CN1CCN(Cc2c[nH]c3ccccc23)CC1CCO (stereo not given)	4.3%	0.9%	3.6	793
CC1CCCN(CCOc2cccc(Oc3ccccc3)c2)C1 (stereo not given)	5.5%	0.2%	3.4	802
O=C(N/N=C/c1ccccn1)c1ccc(Cl)c(Cl)c1	3.5%	0.3%	-10.5	907
Cc1cccc(C(C(=O)NC2CCCC2)N(C(=O)c2csnn2)C2CCCC2)c1 (stereo not given)	14.0%	-0.1%	77.4*	794*
COC(=O)C1CN(C(=O)COc2ccc(Cl)c(C)c2)c2ccccc2O1 (stereo not given)	2.8%	0.3%	-0.7	758
Nc1nc2ccccc2[nH]1	-0.7%	0.6%[50 µM]	6.3	865
CCCn1c2ccccc2c2cnn(CC(=O)NC3CCN(Cc4ccccc4)CC3)c(=O)c21	6.6%	-0.1%	-15.3	719
CCOc1ccc(N(C)Cc2cc(=O)oc3ccc(OCC)cc23)cc1	-4.4%	2.5%[50 µM]	-15.0	813
Nc1ccc(C(=O)N/N=C/c2cn(Cc3ccc(F)cc3)c3ccccc23)cc1	-4.5%	-0.1%	-33.8	828
COc1ccc(Cl)cc1C(=O)Nc1ccncc1	5.6%	0.3%	16.7	849
Cc1cccc(NC(=O)CSc2ccc(-c3cccnc3)nn2)c1	0.1%	0.0%	0.0	680
COc1cc(C(=O)NC2CCCCC2)ccc1OC1CCN(C(C)=O)CC1	0.1%	0.0%	-7.6	771
COc1ccc(NS(=O)(=O)c2ccc(NS(=O)(=O)c3cccs3)cc2)cc1	4.2%	0.2%	7.9	706
Cn1cc(S(=O)(=O)NC2CCCCCC2)c(=O)n(C)c1=O	6.2%	0.1%	-24.2	659
COc1ccc(C(=O)Nc2nnc(-c3ccccc3)s2)cc1	12.1%	1.0%	-0.5	790

3 structures from above, arranged by length of the SMILES, falling.
SMILES	Siah-1 displacement	UTI89 phage lysis	Lipid droplet	Lipid droplet cells 6.5 µM
O=c1ccc(-c2ccc(S(=O)(=O)NCC3CCN(Cc4cccc(F)c4)CC3)s2)n[nH]1	-5.0%	-0.2%	-4.0	737
COc1ccc(NS(=O)(=O)c2ccc(NS(=O)(=O)c3cccs3)cc2)cc1	4.2%	0.2%	7.9	706
Nc1nc2ccccc2[nH]1	-0.7%	0.6%[50 µM]	6.3	865

Next entries
SMILES	Siah-1 displacement	UTI89 phage lysis	Lipid droplet	Lipid droplet cells 6.5 µM
CCCCOc1cccc(C(=O)Nc2ccc(NC(=O)c3cccs3)cc2)c1	4.6%	-0.2%	3.5	807
COc1cccc(N2CCN(c3ccc4nnc(CCC(=O)Nc5ncccc5C)n4n3)CC2)c1	1.4%	1.0%	-5.9	691
CCOP(=O)(OCC)c1nc(-c2ccccc2)oc1N1CCCCC1	2.8%	-0.1%	0.9	797
COc1cccc(CNS(=O)(=O)c2ccc3c(c2)C(C)(C)C(=O)N3C)c1	9.7%	0.6%	-14.3	735
NC(=O)CSc1nc(-c2ccccc2)nc2ccccc12	1.1%	-0.1%	-2.0	852
CCOC(=O)C1CCN(S(=O)(=O)c2ccc3c(c2)CCN3C(C)=O)CC1	15.2%	0.3%	-0.4	758
COc1ccc(CN2CCN(Cc3c[nH]c4ccccc34)CC2CCO)cc1C (stereo not given)	-5.5%	-0.9%	1.1	802
O=C1CN(C(=O)c2ccc(F)cc2)c2ccccc2N1	3.4%	3.3%	-4.0	679
O=C(NC1CCCCC1)C(c1ccco1)N(C(=O)c1csnn1)c1cccc(F)c1 (stereo not given)	-3.1%	-0.3%	-3.5	800
CC(C)(C)C1=CC(O)(c2ccccc2)C=C(C(C)(C)C)C1=O	4.0%	-0.1%	2.4	713
CCCCOc1ccc(C(=O)Oc2cc(C)[nH]c(=O)c2[N+](=O)[O-])cc1	9.4%	0.3%	-3.4	681
COc1ccc(CNC(=O)C2CCCN(S(=O)(=O)c3ccc(F)cc3)C2)cc1 (stereo not given)	-3.2%	1.8%[50 µM]	-1.8	792
CCOc1ccc(NC(=O)CC2C(=O)N(c3ccc(OC)c(Cl)c3)C(=S)N2C2CC2)cc1 (stereo not given)	-1.3%	0.7%[50 µM]	10.0	774
COCCNc1oc(-c2ccco2)nc1S(=O)(=O)c1ccccc1	0.5%	0.0%	-58.4	657
O=C(CN(CC1CCCO1)C(=O)CNS(=O)(=O)c1ccc(Cl)cc1)NCc1ccccc1 (stereo not given)	5.0%	0.2%	-28.9	691
CN(C)S(=O)(=O)c1ccc(C(=O)OCC2CC2(Cl)Cl)cc1 (stereo not given)	4.7%	0.5%	-5.7	751
O=C(CCNC(=O)C1CCN(S(=O)(=O)c2ccccc2)CC1)NCCc1ccc(Cl)cc1	0.1%	0.0%	11.0	728
O=C(NCC1(O)CCCCC1)C1CCC(=O)N(CCc2ccccc2)C1 (stereo not given)	3.3%	0.7%	-3.7	835
CCOC(=O)CN1C(=O)S/C(=C/c2ccc(OCc3ccc(C(=O)O)cc3)cc2)C1=O	4.9%	0.2%	-0.1	876
COc1ccccc1/C=N/NC(=O)c1cccc(NC(=O)c2ccccc2C)c1	-1.2%	0.1%	-22.8	695
CCOc1ccc(CCNC(=O)c2c(C)nn(-c3ccccc3)c2Cl)cc1OCC	4.9%	-0.3%	51.8*	783*
CCOC(=O)Cc1csc(NC(=O)CN2CCOCC2)n1	-7.5%	0.3%	7.2	822
CC(C)c1ccc(N(CC(=O)NCc2ccco2)C(=O)CCC(=O)Nc2nccs2)cc1	-2.5%	-0.4%	0.6	799
COC(=O)c1sccc1NC(=O)Nc1cccc(OC)c1	7.0%	0.0%	2.2	642
CC1Oc2ccccc2N(CC(=O)Nc2ccccc2F)C1=O (stereo not given)	9.6%	0.0%	-0.7	819
Cc1ccccc1Cn1cc(NC(=O)c2noc(C(C)C)c2[N+](=O)[O-])cn1	-0.7%	0.2%	5.8	698
O=C(Nc1ccc(S(=O)(=O)Nc2cnc3ccccc3n2)cc1)c1cc(F)c(F)cc1Cl	0.3%	-1.4%	0.4	792
Brc1ccccc1C1Nc2cccc3cccc(c23)N1	12.3%	0.8%	2.9	779
O=C(/C=C/c1c(F)cccc1Cl)N1CCOCC1	3.5%	1.0%[50 µM]	-2.0	720
COc1ccc(-c2cc(C(=O)NC3CCCCC3)no2)cc1OC	1.1%	0.3%	5.2	834
CCC(C(=O)Nc1ccc2[nH]ncc2c1)c1ccccc1 (stereo not given)	-3.5%	0.2%	2.8	823
CC(=O)Nc1ccc(N/C(=N\S(=O)(=O)c2ccccc2)c2ccccc2)cc1	1.5%	0.0%	8.0	839
O=C(O)c1ccc(C(=O)Nc2cccc3ccccc23)c(C(=O)O)c1	4.2%	0.0%	-0.1	798
O=C(C[n+]1cc(Br)cc(Br)c1)c1ccccc1	-1.7%	0.2%	2.7	811
COc1cccc(/C=N/NC(=O)c2nnn(-c3nonc3N)c2CN(C)c2ccccc2)c1	-4.6%	0.0%	-13.5	711
CCOc1ccccc1CNC(=O)C1CCCN(c2nn3c(=O)cc(C)nc3s2)C1 (stereo not given)	1.4%	0.0%	18.9	734
O=c1nc(-c2ccccc2Cl)c2cc(F)ccc2[nH]1	-1.7%	0.2%	-7.1	739
C#CC(CCN1CCCCC1)(OC)c1ccccc1 (stereo not given)	12.5%	0.4%	-2.5	803
CCN(CC)CCCNC(=O)COc1ccc2oc3c(c2c1)CCCC3	8.4%	-0.1%	-2.9	859
O=C(CN1C(=O)NC2(CCCCC2)C1=O)NCCc1c[nH]c2ccccc12	-3.7%	-0.2%	-31.7	684
O=C(Nc1nonc1-c1ccc(Cl)cc1)c1ccco1	1.4%	3.1%	-5.8	728
O=C(N/N=C/c1ccc2c(c1)OCO2)c1ccc2c(c1)OCO2	2.4%	-0.2%	-8.2	815
CN(C)S(=O)(=O)c1cccc(NC(=O)Cc2ccc(-c3ccccc3)cc2)c1	-3.4%	-0.2%	12.6	747
COc1cc(COc2ccc(-c3nnco3)cc2)ccc1OC(F)F	2.0%	0.0%	-1.1	743
CN(C(=O)Cn1nc(Cl)ccc1=O)C1CCCN(Cc2ccccc2F)C1 (stereo not given)	10.4%	0.1%	-18.7	692
COc1ccc(OC)c(NC(=O)CCN2CCN(C)CC2)c1	-4.9%	-0.3%	18.1	869
CCN(Cc1ccccc1)S(=O)(=O)c1c[nH]c(C(=O)OC)c1	-1.0%	7.8%	7.9	864
CCN(CC(=O)Nc1ccc2c(c1)OCCO2)C(=O)COc1ccc(C)cc1	-1.7%	0.0%	-1.8	767
Cc1nc(SCC(=O)N2CCCCC2)c2c(C)c(C)sc2n1	-1.0%	0.5%	-3.0	828
Cc1ccccc1COC(=O)CCC1=NS(=O)(=O)c2ccccc2N1	36.8%	0.3%	-56.6	699

More results.
SMILES	Siah-1 displacement	UTI89 phage lysis	Lipid droplet	Lipid droplet cells 6.5 µM
CNC(=O)c1c(NC(=O)c2ccc(S(=O)(=O)N3CC(C)OC(C)C3)cc2)sc2c1CCN(C(C)C)C2 (stereo not given)	6.6%	1.5%[50 µM]	-9.1	624
COc1ccccc1Oc1ccc(N2CC(C(=O)OCC(=O)c3ccc(F)cc3)CC2=O)cc1 (stereo not given)	3.0%	-0.1%[50 µM]	-10.6	781
COc1ccc(N2C(=NC(=O)C3CCCCC3)SC3CS(=O)(=O)CC32)cc1Cl (stereo not given)	-1.1%	-0.1%	-11.6	649
COC(=O)c1cc(NC(=O)c2cc3ccccc3o2)cc(C(=O)OC)c1	1.5%	0.4%	-4.8	803
COc1ccc(C(OC(=O)c2ccco2)C(=O)NC2CCCC2)cc1OC (stereo not given)	1.3%	0.2%	6.1	785

A portion of the library, so the mix of outcomes need not match the whole.
